Source: PubChem BioAssay
EphA4 KYL inhibition – inhibitors of EphA4 binding to KYL peptide, primary screen, biochemical, colorimetric, mouse EphA4 (AID 689); EphA4-AP binding to KYL peptide, pNPP A405; higher % means a stronger effect; inhibition, % at 10 µM; hits with a dose series show IC50 in µM; hit rate 0.1% among 62,000; in the data active = a potency from the dose series; inactive = the rest, 99 in 100 with inhibition below about 22%
* marks the source's active call; other numbers are inactive results; & = joins results of further samples.

EphA4 KYL inhibition	mol
-13%	Cc1ccc2c(c1)C1(C(=O)N2C)N2CC3(C)CN1CC(C)(C2)C3=O (centres undefined)
-1%	O=C(NC1CC1)c1ccc(CSCc2cccc(F)c2)o1
-4%	O=S1(=O)CCN(Cc2ccccc2Cl)CC1
-13%	O=C(Nc1ccccc1O)c1ccc(-c2ccc(Cl)cc2Cl)o1
6%	COc1cccc(/C=C2/SC(=S)N(CC(=O)O)C2=O)c1O
-6%	CCCn1c(NCc2cccs2)nc2ccccc21
-7%	CCOc1ccc(N2CCCCn3c2nc2c3c(=O)[nH]c(=O)n2C)cc1
-8%&-16%	CC1(C)Cc2c(ccc3ccccc23)C(=O)N1
-3%	CC(=O)c1ccc(CCCC(=O)O)cc1
-1%	CCOC(=O)c1c(CN(CCO)CCO)n(C)c2c1cc(OC(C)=O)c1c2c(-c2ccccc2)nn1-c1ccccc1
-2%	COc1ccccc1-n1c(SCC(N)=O)nc2c(c1=O)SCC2
0%	COCCNC(=O)c1cc(-c2cccc(OC)c2)on1
-7%	CCn1c(SCC(=O)Nc2nccs2)nnc1-c1cc2cccc(OC)c2o1
-12%	O=C(O)CCc1ccc(-c2ccc(Cl)cc2)n1CC(=O)O
-6%	COc1ccc(S(=O)(=O)N2CCCC2)c(C)c1C
-7%	Cc1cc(C)n(-c2ccc(C(=O)C(C#N)c3nc4ccccc4n3C)cc2)n1 (centres undefined)
11%	O=C(O)c1ccc(C(=O)Nc2ccccc2Oc2ccccc2)c(C(=O)O)c1
-2%	CC1CSc2nc3sc4c(c3c(=O)n21)CCCC4 (centres undefined)
-2%	CCN(CC)C(=O)Nc1cnc2ccccc2c1
2%	COc1ccc(C(=O)C(c2ccccc2)N2CCOCC2)cc1 (centres undefined)
-8%	CCOc1ccc(S(=O)(=O)N(C)CCO)cc1-c1nc2c(C(C)(C)C)nn(C)c2c(=O)[nH]1
-4%	COC(=O)[C@H](C)NC(=O)Nc1ccc(OC(F)(F)F)cc1
-10%	O=C(N/N=C(\c1ccccc1)c1cccnc1)C(O)(c1ccccc1)c1ccccc1
-8%	O=c1[nH][nH]c(C(F)(F)F)c1C=Nc1cccc(Cl)c1
-7%	O=c1c2c(nc3c(-c4ccccc4)c[nH]n13)CCC2
-4%	COc1ccc(C(NC(=O)CC(C)C)NC(=O)CC(C)C)cc1OC
-2%	Cc1ccc(N(CC(=O)Nc2ccc(F)c(Cl)c2)S(=O)(=O)c2c(C)noc2C)cc1
-5%	CCOC(=O)N1CCN(C(=O)C2CCN(Cc3nc(-c4ccccc4C)oc3C)CC2)CC1
-27%	COc1cccc(-c2nnc3n2N=C(C(C)(C)C)CS3)c1
-19%	CCOC(=O)Cc1csc(NS(=O)(=O)c2ccccc2)n1

4 of the entries above in order of their number in EphA4 KYL inhibition, low to high.
smiles | EphA4 KYL inhibition
CCOc1ccc(N2CCCCn3c2nc2c3c(=O)[nH]c(=O)n2C)cc1 | -7%
COCCNC(=O)c1cc(-c2cccc(OC)c2)on1 | 0%
COc1cccc(/C=C2/SC(=S)N(CC(=O)O)C2=O)c1O | 6%
O=C(O)c1ccc(C(=O)Nc2ccccc2Oc2ccccc2)c(C(=O)O)c1 | 11%

(next part)
EphA4 KYL inhibition	mol
-21%	Cc1ccnn2cc3c(=O)n(C)c(=O)n(C)c3c12
-9%	O=C(COC(=O)c1ccco1)Nc1cccc(Br)c1
-4%	Cc1nc(NC(C)C(=O)O)c2nc(C)oc2n1 (centres undefined)
-5%	O=C(C/C=N/OCc1ccc(F)cc1Cl)c1cnc(-c2ccccc2)s1
-6%	Cc1ccc(CN2CCN(C(=O)CCN3C(=O)c4ccccc4C3=O)CC2)cc1
-13%	O=C(NC(NC(=S)Nc1ccc(Cl)cc1Cl)C(Cl)(Cl)Cl)c1cccc([N+](=O)[O-])c1 (centres undefined)
-9%	CCC(c1nnnn1Cc1ccccc1)N(Cc1ccco1)Cc1cc2cc(OC)ccc2[nH]c1=O (centres undefined)
-6%	O=C(Nc1ncc(Cc2cccc(Cl)c2)s1)C1CCCO1 (centres undefined)
1%	OC(Cn1cncn1)c1ccc(Cl)cc1 (centres undefined)
6%	O=C(c1ccco1)N1CCN(CC(O)Cn2c3ccccc3c3ccccc32)CC1 (centres undefined)
-12%	COc1ccc(N(C)C(=O)c2cnc(N3CCN(c4ncccn4)CC3)c3ccccc23)cc1
-6%	O=C(CCc1ccc(S(=O)(=O)NCc2ccccc2)cc1)N1CCN(Cc2ccc3c(c2)OCO3)CC1
-7%	O=C(COc1ccc(Cl)cc1)NCCSc1ccccc1
1%	CCCn1c(-c2cccs2)nc2nc3ccccc3nc21
4%	COC1(OC)N=C(N)C2(C#N)C(c3cccc(Oc4ccccc4)c3)C12C#N (centres undefined)
4%	CC(Oc1ccccc1)C(=O)Nc1nc2c(s1)C(=O)CC(C)(C)C2 (centres undefined)
-2%	CCCCNS(=O)(=O)c1ccc2nc(SCC(=O)Nc3sccc3C#N)[nH]c2c1
-10%	CC(C)COc1ccc2c(c1)c1c3c(nccn32)CCC1
-7%	COc1cc(NC(=O)c2nnn(Cc3ccc(SC)cc3)c2N)cc(OC)c1
-10%	COc1ccccc1NC(=O)CN1C(=O)NC(CC(C)C)C1=O (centres undefined)
-11%	CCN(CC)S(=O)(=O)c1cccc(-c2nnc(SCc3ncc(-c4ccccc4)o3)n2C)c1
-42%	CCn1nnnc1SCC(=O)c1ccc(NC(C)=O)cc1
-7%	Cc1cc(NC(=O)CSc2ccc3nnc(-c4cccc(F)c4)n3n2)no1
-9%	O=C(Nc1cccc(NS(=O)(=O)c2ccc(S(=O)(=O)NC3CC3)cc2)c1)c1ccccn1
5%	Cc1ccccc1N1C(=O)NC(=O)/C(=C\c2ccc(OCc3cccc(C(=O)O)c3)cc2)C1=O
-1%	COC(=O)c1nn(-c2ccc(OC)cc2)c(=O)cc1Oc1ccccc1
-7%	O=C(Nc1sc2c(c1C(=O)NCCc1ccccc1)CCCCC2)c1ccccc1F
-6%	CCc1nnc(SCc2ccc(OC(C)C)cc2)n1N
-11%	Cc1ccc(N=Nc2c(N)[nH]n3c(=O)c4c(nc23)CCCC4)cc1
-9%	O=C(CSCc1ccc(Cl)cc1)N/N=C/c1ccc(OCC(=O)Nc2ccccc2)cc1

Part of the list above in order of count of non-hydrogen atoms, smallest number first:
EphA4 KYL inhibition	mol
4%	CC(Oc1ccccc1)C(=O)Nc1nc2c(s1)C(=O)CC(C)(C)C2 (centres undefined)
-2%	CCCCNS(=O)(=O)c1ccc2nc(SCC(=O)Nc3sccc3C#N)[nH]c2c1
-9%	O=C(Nc1cccc(NS(=O)(=O)c2ccc(S(=O)(=O)NC3CC3)cc2)c1)c1ccccn1
5%	Cc1ccccc1N1C(=O)NC(=O)/C(=C\c2ccc(OCc3cccc(C(=O)O)c3)cc2)C1=O

Next section:
EphA4 KYL inhibition	mol
-34%	CCc1nc(SCC(=O)N2CCN(C(=O)c3ccco3)CC2)c2c3c(sc2n1)CCCC3
-2%	CC(C)[C@H](NC(=O)NC1CCCc2ccccc21)C(=O)O (some centres undefined)
0%	Nc1nc(SCc2ccc(Cl)cc2)ns1
-2%	O=[N+]([O-])c1cc(-n2ncnc2-c2cccs2)ccc1F
22%	CSC1=N/C(=C\c2ccc(C)o2)C(=O)S1
-16%	CCCn1c(SCC#N)nc2c(c1=O)C1(CCCC1)Cc1ccccc1-2
3%	N=c1c(C(=O)NCc2ccc(F)cc2)cc2c(=O)n3ccccc3nc2n1CCCN1CCOCC1
-14%	COc1ccc(CONc2ncnc3nonc23)cc1[N+](=O)[O-]
-11%	COc1ccc(CCNC(=O)C(=O)Nc2ccccc2C)cc1OC
-13%	CSC(=CC(=O)c1ccccc1)SC
5%	CCOc1ccc(N2C(=O)/C(=C/c3ccc(OCc4cccc(C(=O)O)c4)cc3)C(=O)NC2=S)cc1
-7%	NS(=O)(=O)c1ccc(S(=O)(=O)N2CCCC2)cc1
-2%	O=C(NCC1CCCO1)c1c(O)c2cccc3c2n(c1=O)CCC3 (centres undefined)
-2%	O=C(NCc1ccccn1)C1CCCN(S(=O)(=O)c2cccc3nsnc23)C1 (centres undefined)
-10%	Cc1ccc(-c2cn3c(=O)cc(C)[nH]c3n2)cc1
-12%	O=C(NC1CCCCC1)N1CCCCCCC1
3%	COc1ccc(C2C3=C(CC(C)(C)CC3=O)Oc3ncn(Cc4ccccc4)c(=N)c32)cc1 (centres undefined)
2%	Cc1ccc(F)c(NC(=O)C2CCCCC2C(=O)O)c1 (centres undefined)
-4%&-1%	CCOc1ccc(NC(=S)NC(=O)/C=C/c2ccc(C)cc2)c([N+](=O)[O-])c1
-4%	Cc1cc(C(=O)CN2C(=O)NC3(CCCc4ccccc43)C2=O)c(C)n1Cc1cccs1 (centres undefined)
-13%	Cc1onc(-c2ccccc2Cl)c1C(=O)NCCNc1c(Cl)cccc1[N+](=O)[O-]
-4%	O=C(COC(=O)c1cccc(N2C(=O)CCC2=O)c1)c1ccccc1
0%	Cc1cc(=S)cc(C)n1CCCO
-9%	COc1cccc(/C=N/NC(=O)c2c(-c3ccccc3)noc2C)c1
-12%	CCN(CC)S(=O)(=O)c1cccc2c(N(C)C)cccc12
7%	CCCCn1c(=O)n(CC(=O)NCc2ccc(C)cc2)c(=O)c2c1nc(CO)n2CCC
-7%	COc1cc(C(=O)N(Cc2ccc(N(C)C)cc2)C2CCS(=O)(=O)C2)cc(OC)c1OC (centres undefined)
-16%	CCOc1ccc(/C(O)=C2/C(=O)C(=O)N(CC3CCCO3)C2c2ccc(C)o2)cc1 (centres undefined)
-17%	Cc1ccc2nsnc2c1S(=O)(=O)N(CCO)Cc1cc2cc3c(cc2[nH]c1=O)OCCO3
0%	O=C(Cn1c(=O)c2c(ncn2Cc2ccccc2)n(Cc2ccccc2)c1=O)N1CCCC1

Quoted from the listing.
`Cc1ccc(-c2cn3c(=O)cc(C)[nH]c3n2)cc1` | EphA4 KYL inhibition = -10%
`N=c1c(C(=O)NCc2ccc(F)cc2)cc2c(=O)n3ccccc3nc2n1CCCN1CCOCC1` | EphA4 KYL inhibition = 3%
`O=[N+]([O-])c1cc(-n2ncnc2-c2cccs2)ccc1F` | EphA4 KYL inhibition = -2%
`Cc1cc(=S)cc(C)n1CCCO` | EphA4 KYL inhibition = 0%

Next part:
EphA4 KYL inhibition	mol
-8%	CCOC(=O)c1ccc(N2C(=O)CC(N3CCN(C(=O)c4ccco4)CC3)C2=O)cc1 (centres undefined)
-5%	COc1ccc(OC)c(NS(=O)(=O)c2ccc(N3CCCC3=O)cc2)c1
-12%	O=C(COC(=O)C1COc2ccccc2O1)Nc1ccc2c(c1)CCC2 (centres undefined)
-3%	CCOc1cc(C=C2C(=O)NC(=O)NC2=O)ccc1OCCOc1ccccc1C
-6%	COc1ccccc1N=c1oc2cc(O)ccc2cc1C(=O)NCC1CCCO1 (centres undefined)
2%	CCn1c(=O)cc(SCC(=O)N2CCN(Cc3ccc4c(c3)OCO4)CC2)c2ccccc21
-3%	CCN(CC#CCC(O)(c1ccccc1)C1CCCC1)C(C)C (centres undefined)
1%	CCNc1nc2[nH]c(=O)c3c(c2s1)OC(N)=C(C#N)C3c1ccc(C)cc1 (centres undefined)
-1%	O=[N+]([O-])c1cc(S(=O)(=O)Nc2ccc(O)c(Br)c2)ccc1Cl
-8%	c1ccc2c(c1)ncn2CCn1cnc2ccccc21
-2%	CCCOc1ccc(N2C(=O)CC(N(C(=O)c3ccco3)c3ccc(OCCC)cc3)C2=O)cc1 (centres undefined)
4%	CCn1c(=O)cc(SCC(=O)NCc2ccccn2)c2ccccc21
-9%	Cc1csc(SCC(=O)O)n1
-3%	Cc1noc(C)c1C(=O)N1CCCC1
-10%	CC(=O)NC1CC2CCCC(C1)N2C(=O)Nc1ccccc1 (centres undefined)
-18%	CC(C)C(c1nnnn1Cc1ccc(F)cc1)N1CCN(C2CCCCC2)CC1 (centres undefined)
12%	Cc1cccn2c(=O)c(/C=C3\SC(=S)N(CCc4ccccc4)C3=O)c(NCCCn3ccnc3)nc12
-29%	Cc1cc(C)cc(N(CC(=O)NCc2cccnc2)S(C)(=O)=O)c1
-3%	CC(=O)Nc1nonc1-c1nc2ccccc2n1CCC#N
-14%	Cn1c(Cc2c[nH]c3ccccc23)n[nH]c1=S
-11%	O=C(CN1C(=O)NC2(CCc3ccccc32)C1=O)Nc1ccc(N2CCOCC2)cc1 (centres undefined)
8%	O=C(COC(=O)CNS(=O)(=O)/C=C/c1ccccc1)NC1CCS(=O)(=O)C1 (centres undefined)
0%	COc1cc(C(=O)Nc2ccc(S(=O)(=O)Nc3onc(C)c3C)cc2)cc(OC)c1OC
-30%	CC(=O)Nc1ccc(-c2nnn(CC(=O)c3ccccc3)n2)cc1Cl
-24%	Cc1cccc(NC(=O)c2snc3c(=O)[nH]cnc23)c1
6%	Fc1ccc(OCc2nc(-c3ccc(Br)o3)no2)c(F)c1
-24%	CCC(=O)N1CCc2cc(S(=O)(=O)NC(C(=O)NCc3ccc(F)cc3)C(C)C)ccc21 (centres undefined)
-3%	COc1ccccc1-c1nn2c(C(F)(F)F)nnc2s1
3%	Cc1cc(=O)[nH]c(SCc2nc3ccccc3s2)n1
-5%	CS(=O)(=O)N(Cc1cc2ccccc2[nH]c1=O)C1CCCCC1
2%	CC(=O)Nc1sc(NC(=O)c2ccc(Cl)cc2)nc1-c1cccs1
-6%	CCCc1[nH]nc2c1C(c1cc(OC)ccc1F)C(C#N)=C(N)O2 (centres undefined)
-7%	CCOc1cc(N2CCOCC2)c(OCC)cc1NC(=O)c1ccc(=O)n(Cc2ccccc2)n1
-9%	CC(C)CC(C(=O)Nc1ccc2c(c1)OCCO2)N1C(=O)c2ccccc2C1=O (centres undefined)
-9%	O=C(c1ccco1)N1CCN(C(=O)c2cc(-c3ccccc3)nc3ccccc23)CC1
-8%	CCN(CC)CCCCOc1c(C)ccc(C)c1C

The list is partial (hit frequency here may not be typical).
